GPR35 arrestin U2OS: GPR35 antagonists blocking zaprinast-driven arrestin recruitment, primary screen, imaging, U2OS, beta-arrestin-GFP, zaprinast agonist (AID 2058); U2OS GPR35 beta-arrestin-GFP translocation imaging, zaprinast antagonism; higher % means a stronger effect; inhibition, % at 10 µM, or IC50 in µM where a hit was titrated; 0.052% of 290,000 active;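 active = inhibition of at least 50% with at least 30 cells and total cytoplasm GFP at most 10,000,000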
GPR55 beta-arrestin: selective activators of receptor GPR55 – imaging, U2OS cells, beta-arrestin-GFP redistribution, primary screen (AID 1961) | U2OS GPR55 beta-arrestin-GFP redistribution imaging; higher % means a stronger effect | activation, % at 10 µM; hits with a dose series show EC50 in µM | 0.048% of 290,000 active;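 active = activation above 40% with more than 50 cells counted in the well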;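 note: U2OS osteosarcoma cells stably expressing GPR55 and beta-arrestin-GFP; plate controls were DMSO negative control for no effect and LPI positive control for full effect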
GPR55 antagonists: inhibition of LPI-stimulated GPR55 beta-arrestin translocation – imaging, U2OS, beta-arrestin-GFP, LPI agonist, primary screen (AID 2013). 0.13% of 290,000 active. U2OS GPR55 beta-arrestin-GFP translocation imaging, LPI antagonism; higher % means a stronger effect. one-dose inhibition, % at 10 µM; IC50 in µM for titrated hits;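 active = spots per cell inhibited over 60%, with over 100 cells counted and total cytoplasm intensity under 500,000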;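 note: U2OS cells stably carrying GPR55 and arrestin-GFP stimulated by 5 µM LPI near EC80; imaged beta-arrestin-GFP aggregate spots per cell after agonist stimulation; plate controls were LPI-stimulated DMSO wells for no effect and DMSO wells without LPI for full effect; some results filed as inactive read as strong as hits; confirmed hits need IC50 under 10 µM and bright autofluorescent wells are also inconclusive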
Siah-1 displacement: Siah-1 peptide-binding antagonists, primary screen, biochemical, fluorescence polarization, rhodamine-plectin, uHTS (AID 1817). Siah-1 / rhodamine-plectin peptide fluorescence polarization; higher % means a stronger effect. displacement, % at 20 µM; hits with a dose series show IC50 in µM. 0.02% of 290,000 active;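 active = displacement of at least 50% at 20 µM, with a fluorescence ratio check between 0.3 and a set limit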;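 note: plate controls were Siah plus tracer with DMSO for no effect and tracer alone without Siah for full effect; strong numbers were not always called active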
HIV peptide binding: cell-free HIV fusion peptide-binding blockers – biochemical, uHTS, fluorescence dequenching, primary screen (AID 1986) | inhibition, % at 20 µM; hits with a dose series show IC50 in µM | cell-free peptide binding, fluorescence dequenching, 30 min; higher % means a stronger effect | 0.3% of 290,000 active; in the data active = inhibition mostly above about 52%, no sharp cut-off; inactive = mostly below about 76%; note: some results filed as inactive read as strong as hits
NTR1 agonist: agonists of NTR1, primary screen, imaging, U2OS cells, beta-arrestin-GFP, high content (AID 493036) | P30989 | NTR1-U2OS beta-arrestin-GFP spot imaging, agonist mode | activation, % at 20 µM | 0.17% of 330,000 active;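 active = activation at or above 40% of the spot to cytoplasm intensity ratio, with at least 20 cells analyzed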;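 note: 0% = DMSO without peptide and 100% = 100 nM NTR1 peptide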
Target sequence (P30989 whole entry, looked up): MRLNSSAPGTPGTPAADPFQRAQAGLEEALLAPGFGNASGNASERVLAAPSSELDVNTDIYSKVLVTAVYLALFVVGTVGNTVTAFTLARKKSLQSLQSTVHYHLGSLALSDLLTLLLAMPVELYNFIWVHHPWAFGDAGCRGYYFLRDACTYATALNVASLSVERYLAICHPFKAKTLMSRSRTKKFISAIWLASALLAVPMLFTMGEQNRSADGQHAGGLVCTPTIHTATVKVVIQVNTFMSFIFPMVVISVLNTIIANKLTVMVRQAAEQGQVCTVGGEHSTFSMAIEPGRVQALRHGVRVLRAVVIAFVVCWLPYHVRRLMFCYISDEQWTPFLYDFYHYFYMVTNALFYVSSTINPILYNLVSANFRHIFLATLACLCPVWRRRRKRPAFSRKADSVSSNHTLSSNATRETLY
UTI89 phage lysis: protection from phage-mediated lysis, alamar blue read-out – E. coli UTI89, K1F phage, bacterial capsule biogenesis inhibitors (AID 488966); E. coli UTI89 K1F phage lysis, alamar blue, 2 h; higher % means a stronger effect; 0.02% of 340,000 active; one-dose inhibition, % at 100 µM; IC50 in µM for titrated hits;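 active = phage lysis inhibition, versus mean bacterial control, above a set limit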;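 note: capsule biogenesis inhibitors block K1F phage lysis so surviving cells raise fluorescence; higher fluorescence means more inhibition of phage lysis; actives were called in the ten point dose series up to 300 µM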
AID2073: disruptors of CaV2.2 binding to Mint1 – biochemical, HTRF (AID 2073); HTRF protein-protein interaction, Mint1-CaV2.2; higher % means a stronger effect; one-dose inhibition, % at 20 µM; IC50 in µM for titrated hits; 0.19% of 290,000 active; in the data active = inhibition mostly above about 51%, no sharp cut-off; note: some results filed as inactive read as strong as hits
Dengue-2 NS5 capping: Dengue-2 NS5 methyltransferase inhibitors, primary screen, biochemical, confirmation dose response (AID 588689) | Dengue-2 NS5 methyltransferase capping enzyme assay, biochemical; higher % means a stronger effect | inhibition, % at 25 µM; hits with a dose series show IC50 in µM | 0.3% of 340,000 active; in the data active = a potency from the dose series
NTR1 agonist cell count 20 µM: recorded beside NTR1 agonist, whose call it bears; cell count; measured here: cell count, cytotoxicity flag
Starred values were filed as active, the others as inactive; . = no result given; [ ] = dose if it differs, or a comment. Rows were taken by chance, and some 1.2% of all compounds hit somewhere here.

The line under a structure holds: Siah-1 displacement	GPR35 arrestin U2OS	AID2073	GPR55 antagonists	NTR1 agonist cell count 20 µM	HIV peptide binding	UTI89 phage lysis	Dengue-2 NS5 capping	NTR1 agonist	GPR55 beta-arrestin
O=C(O)c1ccc(CNCc2cccc(Cl)c2Cl)cc1
    3.2%	12.7%	1.8%	-2.4%	31	-0.6%	0.8%	-0.7%	0.0	-0.2%
Cc1cc(Cl)c(S(=O)(=O)N(C)C)cc1OCC(N)=O
    3.1%	9.0%	-6.0%	3.4%	47	-2.1%	2.4%	-5.8%	0.6	0.4%
Cc1ccc(Nc2nc3ccccc3[nH]2)nc1
    15.7%	0.3%	17.4%	6.4%	78	-1.7%	0.2%	-5.5%	1.2	-0.2%
Cc1nc2sccn2c(=O)c1S(=O)(=O)Nc1ccc(N2CCN(S(C)(=O)=O)CC2)cc1
    -3.9%	9.2%	24.6%	-6.5%	36	0.3%	0.4%	-2.4%	-0.7	1.1%
O=c1cc(NS(=O)(=O)c2ccccc2)nc(SCc2ccc(Cl)cc2)[nH]1
    0.8%	-3.9%	-4.7%	-2.0%	.	2.3%	0.3%	-1.3%	.	-0.2%
CSc1ccc(/C=C/C(=O)N2CCCN(C)CC2)cc1
    4.0%	5.1%	-9.1%	7.1%	36	1.1%	0.2%	-2.4%	3.4	0.0%
CCN1C(=S)N[C@@H](c2ccccc2)C(C(=O)OC)=C1C
    -1.4%	12.6%	-0.6%	9.5%	90	0.1%	-0.3%	2.4%	0.0	0.4%
O=[N+]([O-])c1cc(C(F)(F)F)ccc1-n1nnc2ccccc21
    -0.8%	-11.6%	8.0%	-4.9%	55	-2.8%	-0.3%[50 µM]	1.3%	1.8	-0.3%
CCOc1ccc(CNC23CN4CN(CN(C4)C2)C3)cc1
    0.4%	-5.5%	-5.3%	-0.4%	34	1.3%	8.9%	2.7%	2.4	-0.1%
Cc1nn(-c2ccccc2)c(C)c1/C=N/n1cnnc1
    0.5%	0.3%	-1.9%	7.5%	44	1.0%	-0.1%	1.5%	0.1	-0.3%
Cc1ccc(CNC(=O)CSCc2cccc(F)c2)cc1
    -2.4%	-2.3%	0.7%	0.3%	72	-0.7%	0.1%	-0.8%	-1.0	-0.3%
O=[N+]([O-])c1ccc(-c2nn(-c3ccccc3)cc2/C=N/n2c(-c3ccncc3)n[nH]c2=S)cc1
    11.0%	1.9%	47.8%	14.4%	45	-4.0%	0.4%	-9.3%	1.6	-0.1%
Cc1ccccc1NC(=O)c1cnn(-c2ccccc2)c1NC(=O)c1ccco1
    0.0%	-7.8%	-2.6%	3.0%	38	0.2%	0.3%	-4.2%	0.8	-0.3%
O=C(/C=C/c1c[nH]c2ccccc12)c1ccccc1
    -0.5%	-6.3%	21.8%	1.6%	73	-2.9%	-0.2%[50 µM]	-10.5%	4.8	-0.4%
O=C(NNC(=O)c1ccc2ccccc2c1)Nc1ccc(F)cc1
    2.7%	-0.5%	9.0%	3.2%	55	-0.8%	-0.1%	-1.9%	0.0	-0.1%
CC(=O)c1ccc(-n2c(C)c(C(C)=O)c3cc(O)ccc32)cc1
    0.4%	4.6%	12.1%	-10.6%	83	-0.6%	-0.1%	0.0%	3.1	0.2%
Cn1c(SCC(=O)Nc2ccc(F)cc2)nc2c([nH]c3ccccc32)c1=O
    1.6%	-14.1%	27.7%	-2.3%	80	-1.3%	0.2%	-1.4%	4.9	-0.1%
O=C(Nc1nc2ccccc2s1)c1ccc([N+](=O)[O-])o1
    10.8%	-1.3%	0.3%	-6.2%	93	-3.3%	0.2%	0.7%	1.2	-0.2%
COc1ccc(O)c(/C=N/NC(=O)c2ccc(CSc3nc(C)cc(C)n3)cc2)c1
    -1.7%	-10.7%	24.9%	-2.6%	47	-4.0%	4.6%	-0.7%	1.0	-0.2%
Cc1ccc(S(=O)(=O)NC(=O)NCc2ccccn2)cc1
    6.6%	0.0%	-6.5%	4.5%	51	3.9%	-0.7%	-4.5%	-0.1	0.7%
N#Cc1ccc(Cl)cc1NC(=O)COC(=O)c1ccc(S(=O)(=O)N2CCCC2)cc1
    3.3%	6.0%	12.0%	4.5%	58	0.2%	3.5%	-3.2%	0.7	-0.1%
COc1cc(CN2CCC(Oc3cc(C(=O)NC4CC4)ccc3OC)CC2)cc(OC)c1
    2.7%	-4.2%	-3.0%	8.7%	69	-0.7%	0.2%	1.8%	-0.2	0.0%
OC(CCCN1CCC(O)(c2ccc(Cl)cc2)CC1)c1ccc(F)cc1 (stereo unspecified)
    -0.6%	0.0%	-0.9%	-0.8%	46	1.3%	8.9%	0.7%	-1.0	-0.1%
Cc1c(C#N)c(SCC(N)=O)nc2c1CCCC2
    2.8%	10.4%	0.5%	0.1%	55	1.9%	0.0%	-5.5%	-0.1	0.2%
COC(=O)C1=C(C)NC(=O)C1(NS(=O)(=O)c1ccc(C)cc1)C(F)(F)F (stereo unspecified)
    2.1%	0.7%	-4.0%	-2.1%	66	-2.2%	0.3%	4.0%	-0.3	0.2%
COc1cc2c(cc1OC)CN(C(=O)/C=C/c1ccccc1[N+](=O)[O-])CC2
    4.7%	-3.0%	-3.8%	-7.9%	43	-0.9%	-0.5%	-3.3%	1.8	0.2%
O=C(OCC(=O)N(C1CCCCC1)C1CCCCC1)c1cnccn1
    1.4%	3.6%	2.8%	3.5%	91	-1.1%	4.4%	-4.8%	2.1	0.9%
COc1ccc(OCCCC(=O)Nc2cccc(C(C)=O)c2)cc1
    0.4%	0.8%	18.7%	-12.1%	39	1.4%	0.9%[50 µM]	-5.2%	0.5	0.3%
CCOC(=O)Cn1c2c(c(=N)c3ccccc31)CCC2
    2.2%	11.8%	-1.9%	-0.9%	50	-0.4%	-2.4%	-2.8%	1.7	-0.2%
CC(=O)c1ccc(COC(=O)c2ccccc2NC(=O)C(C)C)cc1
    2.9%	0.6%	-5.5%	-6.0%	29	-0.1%	.	.	1.7	-0.1%

Copied from the list.
Value of `O=C(OCC(=O)N(C1CCCCC1)C1CCCCC1)c1cnccn1` under GPR35 arrestin U2OS: 3.6%
Value of `Cc1nn(-c2ccccc2)c(C)c1/C=N/n1cnnc1` under HIV peptide binding: 1.0%

Next compounds follow:
The line under a structure holds: Siah-1 displacement	GPR35 arrestin U2OS	AID2073	GPR55 antagonists	NTR1 agonist cell count 20 µM	HIV peptide binding	UTI89 phage lysis	Dengue-2 NS5 capping	NTR1 agonist	GPR55 beta-arrestin
CCCCn1c(CN2CCN(c3cccc(Cl)c3)CC2)nc2c1c(=O)[nH]c(=O)n2C
    3.5%	-5.1%	-1.9%	96.9%	66	0.2%	-0.1%	0.0%	9.7	-0.3%
Cc1ccc(C)c(NCCC#N)c1
    -1.9%	0.2%	-0.3%	-1.0%	64	0.6%	1.2%[50 µM]	-1.3%	1.9	0.1%
C=CCn1c(CSc2ccc(C)cc2)n[nH]c1=S
    -1.3%	5.0%	-19.1%	2.9%	49	1.3%	-0.2%	-6.8%	-0.7	0.2%
O=C1C(=O)N(CCO)C(c2ccc(Br)cc2)/C1=C(\O)c1ccccc1 (stereo unspecified)
    9.5%	-0.7%	-0.4%	16.0%	60	0.1%	0.1%	1.8%	0.1	-0.2%
COC(=O)c1ccc(CSc2nnc(NC(=O)C3CCCO3)s2)cc1 (stereo unspecified)
    2.4%	14.2%	7.6%	2.2%	38	1.4%	-0.1%	2.2%	-0.4	-0.1%
Cc1ccc(C2SCC(C(=O)O)N2C(=O)c2ccc(F)cc2)cc1 (stereo unspecified)
    3.8%	-7.2%	0.0%	8.7%	61	-0.6%	0.7%[50 µM]	-5.2%	1.0	-0.4%
CCN(CC)CCN(C)Cc1ccc(Br)cc1
    3.7%	-9.8%	4.4%	-3.9%	50	12.9%	-0.4%	-0.7%	-1.3	-0.1%
O=C1CC(c2ccco2)Cc2nc(Nc3nc(-c4ccccc4)c4ccccc4n3)ncc21 (stereo unspecified)
    9.8%	-7.8%	52.4%*	13.1%	67	-0.4%	-0.6%	4.1%	3.3	-0.1%
O=C(CCCN1C(=O)S/C(=C\C=C\c2ccccc2)C1=O)Nc1ccc(O)cc1
    0.8%	18.5%	13.1%	4.0%	67	-1.3%	0.4%[50 µM]	-0.7%	3.8	-0.1%
N/C(COc1ncn(-c2ccccc2)n1)=N\S(=O)(=O)c1ccc(Cl)cc1Cl
    2.6%	-18.3%	-9.6%	-2.7%	71	0.8%	1.2%	.	-1.5	0.2%
CCN1CCN(c2ccc(S(=O)(=O)N3CCCCC3)cc2NC(=O)Cc2ccc(OC)cc2)CC1
    -4.6%	29.3%	6.2%	15.5%	51	-0.9%	0.2%	-4.2%	1.3	-0.2%
O=C(Nc1nnc(-c2ccc3c(c2)OCCO3)o1)c1ccc(Cc2ccccc2)cc1
    4.0%	10.2%	1.9%	-8.9%	75	-2.4%	-0.2%	3.5%	6.2	-0.1%
CCOC(=O)c1ccc(NC(=O)Cn2nnc(-c3ccccc3F)n2)cc1
    -2.5%	.	22.1%	6.1%	45	4.9%	8.6%	-0.7%	1.5	-0.3%
CC(C)OCCCNC(=O)C1CC(=O)N(CCc2ccc(F)cc2)C1 (stereo unspecified)
    15.1%	9.6%	-3.2%	-5.7%	55	0.2%	0.0%	1.2%	0.4	0.2%
CCN(CC)S(=O)(=O)c1ccc(N2CCCC2)c(NC(=O)c2ccncc2)c1
    6.6%	6.8%	15.3%	2.0%	35	-2.1%	0.5%[50 µM]	4.7%	1.4	-0.2%
Cc1cccc(NC(=O)N(Cc2cc3cc(C)ccc3[nH]c2=O)CC2COCCO2)c1 (stereo unspecified)
    -1.1%	-6.0%	7.6%	-6.4%	27	-0.5%	-0.4%	-14.0%	0.3	-0.1%

High-throughput results: PubChem, several laboratories
